Source: PubChem BioAssay (several laboratories)
ABCB6 inh 2 – human ABCB6 transporter inhibition. K562-ABCB6 porphyrin accumulation, flow cytometry, 1 h; stronger effect = lower value. Q9NP58. 360,000 compounds, 0.19% hits. AID 602162. fluorescence ratio to DMSO, % at 10 µM;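 active means fluorescence ratio to DMSO below 75%, the collection mean minus 3 SD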;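 further: signal is porphyrin accumulated inside mitochondria; 100% equals median channel fluorescence of DMSO control wells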
N-glyco inh – N-linked glycosylation inhibition. D54 ERlucT glycosylation luciferase reporter, 24 h; percent of 100 nM tunicamycin response. reporter increase, % at 12.5 µM. AID 588692. 360,000 compounds, 0.23% hits;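 active means mean luciferase reporter signal, scaled so untreated is 0 and the glycosylation-blocking control 100, at or above a set limit in every replicate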;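 further: luciferase carries N-glycosylation sites so blocking glycosylation raises the light; 0% = median of neutral control wells and 100% = median of 100 nM tunicamycin wells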
MC4R antagonist – antagonists of human melanocortin 4 receptor (MC4R). inhibition, % at 6.5 µM. P32245. 360,000 compounds, 0.48% hits. MC4R-expressing cells, MTII-stimulated cAMP, LANCE TR-FRET;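 active means inhibition above its plate's cutoff, the mean of tested wells on that plate plus 3 SD, cut at about 29% in these data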;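 further: 0% = Melanotan II alone and 100% = Melanotan II plus saturating MCL0020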
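system = U2OS cells with stable human MC4R expression | also added = Melanotan II challenge after compound preincubation | dosing = one concentration, 6.5 µM nominal | incubation = compound 30 min, challenge 1 h, detection 1 h | measured by = TR-FRET with Eu-cAMP and labeled anti-cAMP, 671 nm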
NOD2-RIPK2 inh – inhibitors of human NOD2-RIPK2 interaction; O43353; CHO BLA complementation NOD2-RIPK2, CCF4 ratio; inhibition, % at 4.98 µM; 360,000 compounds, 0.38% hits; AID 624267; in the data active means inhibition above about 21%;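 further: 0% = vehicle only and 100% = reference blocker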
Target sequence (O43353 whole entry, looked up): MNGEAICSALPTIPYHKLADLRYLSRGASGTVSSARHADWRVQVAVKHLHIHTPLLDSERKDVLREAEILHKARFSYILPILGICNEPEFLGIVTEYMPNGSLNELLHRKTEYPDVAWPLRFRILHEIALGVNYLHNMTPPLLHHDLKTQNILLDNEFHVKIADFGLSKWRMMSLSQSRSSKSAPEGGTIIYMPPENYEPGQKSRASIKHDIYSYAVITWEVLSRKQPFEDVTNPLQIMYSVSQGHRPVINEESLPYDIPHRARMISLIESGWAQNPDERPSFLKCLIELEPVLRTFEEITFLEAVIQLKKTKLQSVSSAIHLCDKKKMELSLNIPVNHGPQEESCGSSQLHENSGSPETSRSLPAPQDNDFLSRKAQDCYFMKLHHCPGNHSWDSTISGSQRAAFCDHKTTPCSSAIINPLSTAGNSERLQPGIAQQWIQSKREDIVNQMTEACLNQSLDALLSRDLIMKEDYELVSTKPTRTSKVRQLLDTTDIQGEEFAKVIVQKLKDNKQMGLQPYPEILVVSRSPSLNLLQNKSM
ABHD5 PLIN5 PPI – ABHD5-PLIN5 protein interaction inhibition; Split G. princeps luciferase complementation, luminescence, 4 h; inhibition, % at 4 µM; 360,000 compounds, 0.78% hits; AID 602281;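 active means inhibition above the mean inhibition across every tested compound plus 3 SD, cut at about 22% in these data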;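 further: 0% = DMSO only wells and the 100% control is not disclosed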
m5-HT2A agonist – activates the mouse 5-HT2A serotonin receptor; CHO-K1 mHTR2A beta-arrestin complementation, luminescence; percent of 30 µM serotonin response; activation, % at 7.6 µM; 360,000 compounds, 0.66% hits;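 active means activation above a run cutoff, the mean activation of all tested compounds plus 3 SD, cut at about 14% in these data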;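 further: 0% = plate median of compound wells and 100% = 30 µM serotonin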
Target sequence (P35363 whole entry, looked up): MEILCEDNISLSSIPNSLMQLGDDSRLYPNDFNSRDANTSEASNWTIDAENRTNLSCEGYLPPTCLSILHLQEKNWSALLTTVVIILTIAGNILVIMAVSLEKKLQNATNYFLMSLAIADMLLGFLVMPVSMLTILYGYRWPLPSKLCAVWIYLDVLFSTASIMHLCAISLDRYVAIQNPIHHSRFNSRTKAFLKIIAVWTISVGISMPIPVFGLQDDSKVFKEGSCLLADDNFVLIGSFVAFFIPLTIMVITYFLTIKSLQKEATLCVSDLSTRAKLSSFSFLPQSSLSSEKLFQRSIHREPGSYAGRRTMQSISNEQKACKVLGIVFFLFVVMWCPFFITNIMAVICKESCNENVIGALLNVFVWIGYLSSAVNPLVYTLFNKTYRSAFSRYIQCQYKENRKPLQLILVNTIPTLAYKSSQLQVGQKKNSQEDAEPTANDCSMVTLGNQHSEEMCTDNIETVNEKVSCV
MC4R barr agon – activates human MC4R beta-arrestin recruitment; P32245; U2OS MC4R beta-arrestin complementation, luminescence; percent of melanotan II response, DMSO zero; activation, % at 8.9 µM; 360,000 compounds, 0.98% hits; AID 540308;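 active means activation above a per-plate cutoff, the mean activation of sample wells on that plate plus 3 SD, cut at about 8% in these data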
NCOA2 inhibitor – human SRC2 (NCOA2) inhibition; Q15596; HEK293 GAL4-SRC2 luciferase reporter, luminescence; inhibition, % at 9 µM; 370,000 compounds, 0.17% hits;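 active means inhibition above the mean inhibition of all tested compounds plus 3 SD, set per campaign, cut at about 52% in these data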;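 further: 0% = DMSO treated cells and 100% = cells given Gossypol at 36 µM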
H9c2 protect – myocardial damage modulation in H9c2 cells. H9c2 cardiomyocytes, H2O2 injury protection, ATPLite, 2 h. protection from H2O2 cell death, % at 20 µM. 360,000 compounds, 0.63% hits. AID 588492;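 active means compounds giving at least 50% protection of heart cells from peroxide-induced death in the single-dose screen, raw or plate-pattern-corrected value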;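 further: 0% = DMSO wells with peroxide and 100% = DMSO wells without peroxide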
TLR9-MyD88 inh – TLR9-MyD88 interaction inhibition; Q9NR96+Q99836; CHO BLA complementation TLR9-MyD88, CCF4 FRET ratio; inhibition, % at 4.98 µM; 340,000 compounds, 0.21% hits; AID 504734;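 active means inhibition above the mean over all tested compounds plus 3 SD, cut at about 21% in these data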;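 further: 0% = DMSO only wells and 100% = clavulanate BLA inhibitor control wells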
* hit, by the source's call; x = not tested or not shown. Some of the compounds tested. The share of hits here may be higher or lower than overall.

SMILES	ABCB6 inh 2	N-glyco inh	MC4R antagonist	NOD2-RIPK2 inh	ABHD5 PLIN5 PPI	m5-HT2A agonist	MC4R barr agon	NCOA2 inhibitor	H9c2 protect	TLR9-MyD88 inh
Clc1ccc(-c2nc(NCCCN3CCOCC3)c3ccccc3n2)cc1	90	-2	6	-3	16	-2	-0.7	12	42	x
Cc1nc2[nH]c(=S)[nH]c2cc1Br	97	2	-3	-3	-3	0	-0.1	-6	-2	4
COc1ccc(/C=C/C(=O)C(C)(C)C)cc1OC	89	0	0	0	-3	3	-0.6	-5	7	5
O=C(c1ccco1)N1C(=O)c2cccc3cccc1c23	104	3	6	9	0	-1	0.1	-32	19	-3
Clc1c(OCCCn2ccnc2)ccc2ccccc12	89	-1	-2	1	-7	-4	0.4	1	-12	8
CCCCC(c1nc2ccccc2[nH]1)N(C(=O)c1ccccc1)c1ccccc1[N+](=O)[O-] (configuration not stated)	101	1	x	-6	-7	-5	x	-5	5	x
Cc1nn2c3c(cnc2c1-c1ccccc1)C(=O)CC(c1ccco1)C3 (configuration not stated)	100	4	10	1	3	-3	0.7	-17	0	-16
Cc1onc(-c2c(F)cccc2Cl)c1C(=O)N1CCN(c2ncccn2)CC1	91	-2	8	-7	-5	-4	-1.0	-4	2	-7
O=C(N/N=C/c1ccccn1)c1ccc(Br)cc1	101	14	17	-16	0	-1	-4.7	-55	-9	1
Cc1ccc(-c2csc(N/N=C/C=C/c3ccccc3)n2)cc1	93	-7	-1	2	-9	-2	-2.5	-2	-7	1
CCOC(=O)c1ccc(NC(=O)C2CCN(S(=O)(=O)c3c(C)nn(C)c3C)CC2)cc1	99	1	19	-4	-6	10	-0.7	6	-4	-9
CC(C)NC(=O)N(C)C[C@H]1Oc2ccc(NC(=O)c3ccncc3)cc2C(=O)N([C@H](C)CO)C[C@@H]1C	99	2	6	-34	6	6	1.8	-26	3	5
O=C(Cc1ccccc1Cl)c1ccccc1	102	0	-2	-1	6	-2	0.2	3	-7	-3
Cc1[nH]c(C)c(S(=O)(=O)N(C)Cc2ccccc2)c1C(=O)N1CCCCC1	101	0	18	1	3	-2	-1.5	3	-1	-7
CC(=O)Nc1ccc(Nc2nc(-c3cc4ccccc4oc3=O)cs2)cc1	99	-5	12	15	-1	0	4.6	-8	38	-9
Oc1c(Br)cc(CNC2CCCCC2)cc1Br	94	3	6	-8	8	-6	-0.9	27	3	2
COc1ccc(-c2cc(C(=O)OCC(=O)N3CCCCC3)c3ccccc3n2)cc1OC	90	2	37*	18	-1	5	-0.3	-32	50	-12
Cc1ccc(C)c(NC(=O)c2ccc(S(=O)(=O)N(C)CC3CCCO3)cc2)c1 (configuration not stated)	106	3	4	-1	-6	-4	-2.2	19	0	-7
Cc1nc2ccccc2n1CC(O)COC1CCCCC1 (configuration not stated)	101	-1	2	-3	-4	3	-0.4	x	-1	-4
COc1ccc(NC2=C(C(C)=O)C(c3ccc(OC)c(OC)c3)C(C(C)=O)C(C)(O)C2)cc1 (configuration not stated)	102	-1	5	3	3	3	-1.5	9	-6	6
CCc1nnc(NS(=O)(=O)c2ccc(NC(=S)NC(=O)c3ccc(Br)cc3)cc2)s1	101	3	6	-10	-2	0	-0.8	6	4	5
CCNC(=S)N(Cc1cc2cc(C)cc(C)c2[nH]c1=O)C1CCCC1	90	1	17	5	2	5	0.0	16	-4	-9
Cc1c(C(=O)N2CCN(c3ccccc3)CC2)oc2c(F)cccc12	85	-1	2	5	-9	2	-2.0	-16	0	-6
O=S1(=O)N=C(N(CCO)/N=C/c2ccccc2)c2ccccc21	101	2	-3	-13	0	-6	-0.5	11	7	16
Cc1noc(NS(=O)(=O)c2ccc(NC(=O)CSc3nc4ccccc4s3)cc2)c1C	96	2	6	6	-5	0	-2.0	5	-4	0
O=C(O)c1cc(-c2ccc(Cl)cc2)n(-c2ccc(Cl)cc2)n1	96	2	21	0	-3	5	2.9	10	0	-2
CCC(c1nnnn1-c1ccc2c(c1)OCCO2)N1CCN(CCN2CCOCC2)CC1 (configuration not stated)	97	x	x	4	-8	1	x	2	x	x
Cc1c(OC(=O)c2ccc([N+](=O)[O-])cc2)c2c(c[n+]1C)COC(C)(C)OC2	120	0	2	5	8	-2	-1.6	x	6	1
Cc1cc(NCc2ccccn2)n2ncc(-c3ccc(Cl)cc3)c2n1	94	-1	-1	-1	1	0	-3.9	-53	-4	x
COc1ccc(N2CCN(C(=O)c3cc(=O)c4cc(C)ccc4o3)CC2)cc1	96	1	2	-1	9	6	-0.5	-2	-3	-6
Cc1noc(C)c1COc1cccc(C(=O)OCCOc2ccc(F)cc2)c1	104	-2	3	-12	4	-7	2.1	10	-20	-12
Cc1ccc(NC(=O)c2ccc(OC(=O)COc3ccc(Cl)c(C)c3)cc2)cc1	102	2	15	-9	5	-2	-0.2	-47	-11	-5
COc1cc(CC(=O)OCC(=O)Nc2cc(S(=O)(=O)N3CCCC3)ccc2Cl)cc(OC)c1OC	96	1	7	-5	7	-2	-0.7	14	0	-3
Cc1cccc(C)c1NC(=O)COC(=O)c1cccc2c1C(=O)c1ccccc1C2=O	94	1	4	2	-6	1	-3.0	-4	-8	10
O=C(N[C@@H](Cc1ccccc1)C(=O)OCc1ccccc1)c1nc[nH]c1C(=O)NC(c1ccccc1)c1ccccc1	89	-1	1	-4	-12	-3	0.6	-32	31	2
O=C(CCCCCN1C(=O)[C@@H]2Cc3ccccc3CN2C1=O)Nc1ccccc1Cl	96	6	10	-6	15	2	-0.6	3	0	2
C=CCOc1c(Br)cc(/C=C2/C(=O)ON=C2C)cc1OC	103	2	3	5	-5	-4	-0.4	-5	2	-5
CCOc1ccc(NC(=O)CCNC(=O)c2ccc(Br)cc2)cc1	94	1	-1	-9	6	7	6.2	-11	-3	-4
O=C(COc1ccc(Cl)cc1Cl)NC(=O)N1CCCCC1	101	-10	13	-12	3	0	-0.7	-62	-8	1
CCOc1cc(NC(=S)NCC(C)C)c(OCC)cc1NC(=O)c1cccs1	89	-4	10	-5	0	8	15*	10	-2	-11

Entries listed above shown as hits in MC4R antagonist:
Compound | ABCB6 inh 2 | N-glyco inh | MC4R antagonist | NOD2-RIPK2 inh | ABHD5 PLIN5 PPI | m5-HT2A agonist | MC4R barr agon | NCOA2 inhibitor | TLR9-MyD88 inh
COc1ccc(-c2cc(C(=O)OCC(=O)N3CCCCC3)c3ccccc3n2)cc1OC | 90 | 2 | 37* | 18 | -1 | 5 | -0.3 | -32 | -12

Additional entries:
SMILES	ABCB6 inh 2	N-glyco inh	MC4R antagonist	NOD2-RIPK2 inh	ABHD5 PLIN5 PPI	m5-HT2A agonist	MC4R barr agon	NCOA2 inhibitor	H9c2 protect	TLR9-MyD88 inh
COCCn1c(SCC(=O)c2cc(C)n(C)c2C)nc2ccccc2c1=O	91	2	9	5	6	-2	-0.9	-31	16	-8
C=CCC[C@H](Cc1ccc(F)cc1)C(=O)OC[C@H]1CCCN1C(=O)[C@@H](CC=C)CC(=O)NCCO	95	-1	12	2	2	-3	1.3	-20	0	-3
O=C(Nc1ccccc1N1CCOCC1)c1cc(-c2ccncc2)nc2ccccc12	102	-1	13	-1	3	8	3.3	-16	40	-2
CCN(C(=O)C1CCCN(c2ncnc3c2nc2n3CCCCC2)C1)c1cccc(Cl)c1 (configuration not stated)	97	-1	-2	-1	7	-6	-2.0	15	1	-10
O=C(Nc1cc2ccccc2oc1=O)C1CCCCC1	98	-10	-1	1	7	0	0.1	-43	-7	-1
Cc1cccc(NC(=O)c2cnc3scc(C)n3c2=O)c1	90	1	-2	-4	-5	-4	-1.5	-43	2	9
O=C1c2ccccc2C(=O)N1OCCOCCOCCBr	97	0	4	-4	9	1	-0.5	-13	0	-4
CCn1c(C(O)c2cc(OC)c(OC)c(OC)c2)nc2ccccc21 (configuration not stated)	98	1	2	-1	8	7	-0.2	21	2	5
CC(NC(=O)c1ccc(S(=O)(=O)NCc2ccco2)cc1)c1ccc(F)cc1 (configuration not stated)	98	-2	0	-6	-2	0	-1.9	-10	1	0
Cc1ccc(Nc2ccccc2N)cc1	237	-7	9	-8	-3	0	-0.8	-5	-22	-10
COc1ccccc1-c1nnc2sc(-c3cc4ccccc4o3)nn12	106	21	-23	5	3	-1	-1.9	-4	10	0
O=C1Cc2cc([N+](=O)[O-])ccc2N1c1c(Cl)cccc1Cl	99	-1	5	1	-5	10	0.9	-31	-8	3
CC(C)CNC(=O)c1cccc(NC(=O)c2ccccc2-c2ccccc2C(=O)O)c1	98	1	7	0	-3	-2	-2.2	-19	-3	2
Cc1onc(-c2ccccc2Cl)c1C(=O)NCc1nc(-c2ccc(C(F)(F)F)cc2)no1	97	3	3	6	-8	-2	1.4	-16	-4	-1
CCNc1oc(-c2cccc3ccccc23)nc1C#N	103	-1	-6	5	2	-1	4.7	-39	-13	-8
O=C(Nc1ccc(NC(=O)c2ccco2)cc1)c1ccco1	100	-3	1	-4	-1	0	0.7	-82	-3	-8
CCC1SC(N)=NC1=O (configuration not stated)	100	2	17	-4	1	1	-2.0	-2	-2	0
CC(C)CC(=O)Nc1ncc([N+](=O)[O-])s1	96	5	14	1	-14	-1	-2.1	-8	-8	5
O=C(c1ccc2c3c(cccc13)CC2)C1CCCN(Cc2cccnc2)C1 (configuration not stated)	98	-1	-9	-8	5	-5	-0.7	-10	-5	6
CCC(=O)Nc1ccc(NC(=O)CSc2nnc(C(C)C)n2C)cc1	93	1	-3	7	1	0	1.8	-11	0	-3
N#CCCN(C(=O)COC(=O)CNC(=O)c1ccc(-c2ccccc2)cc1)c1ccc(F)cc1	96	1	14	17	-4	-5	-4.5	-11	-3	4
O=C(Nc1nc(COc2ccccc2)cs1)C12CC3CC(CC(C3)C1)C2	96	-4	-6	-6	-15	-5	-0.2	-4	-12	-4
CCOC(=O)C(NC(=O)c1ccc(OC)cc1)(OCC1(CC)COC1)C(F)(F)F (configuration not stated)	104	0	-4	-6	-7	-4	2.6	15	21	-63
CCOC(=O)c1c(NC(=O)COC(=O)c2nc(Cl)ccc2Cl)sc(C(=O)NC)c1C	99	3	8	4	-8	1	-4.6	13	23	2
CCOC(=O)Cn1c2[n+](c3ccccc31)CC(O)CS2 (configuration not stated)	103	2	0	-1	-4	3	-0.8	4	2	-10
CCOc1ccc(C(=O)CCC(=O)N(CC)CC(=O)NCc2cccs2)cc1	93	1	-12	1	-6	-4	-2.3	-14	-4	-3
CCCN(CC(=O)Nc1cc(Cl)ccc1Cl)C(=O)c1ccccc1SCC(=O)N1CCCC1	93	-1	2	3	-1	-9	-2.2	3	5	3
CC(C)c1cccc(C(C)C)c1NC(=O)COc1nncc2ccccc12	104	2	10	0	3	4	8.0	-15	6	-2
CCCCOc1ccc(-c2nnn(CC(=O)NCc3ccco3)n2)cc1	83	16	-16	-4	1	0	0.7	-39	-6	-3
O=C(NC(c1ccccc1)c1cnccn1)C1CCN(CCCOc2ccccc2)CC1 (configuration not stated)	93	2	0	-16	0	-2	-0.3	19	-3	x
Cn1c(C(=O)N[C@@H](Cc2ccccc2)C(=O)O)cc2cc(Cl)ccc21	110	2	13	5	14	4	0.3	-16	0	2
